RAD54 branch = inhibitors of human RAD54 branch migration, primary screen, biochemical, fluorescence, single point; DNA repair and recombination protein RAD54-like (Homo sapiens), Q92698; RAD54 Holliday junction branch migration, FAM/BHQ fluorescence; inhibition, % at 10.4 µM; 360,000 tested, 0.14% active;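 active means mean normalized replicate activity at least 40 and at least half of replicates scoring 40 or more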;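 further: 0% = median of neutral control wells and 100% = median of positive control wells; inhibitors cause a drop in the FAM fluorescence signal; in these data hits start at about 50%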
S100A4 inh HTS = inhibitors of S100A4-myosin IIA peptide binding, primary screen, biochemical, fluorescence polarization, TAMRA-MyoIIA peptide. 360,000 tested, 0.14% active. Protein S100-A4 (Homo sapiens), P26447. inhibition, % at 10.7 µM;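 active means mean inhibition of at least 70% across replicates, with every replicate also reaching that level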
Target sequence (P26447 whole entry, looked up): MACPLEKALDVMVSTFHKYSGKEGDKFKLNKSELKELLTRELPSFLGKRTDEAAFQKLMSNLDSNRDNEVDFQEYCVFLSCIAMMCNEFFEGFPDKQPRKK
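Material: S100A4 monomer protein / Buffer or medium: 50 mM HEPES pH 7.2, 10 mM CaCl2, 100 mM KCl / Times: 5 min incubation before reading / Benchmarks: neutral control DMSO, positive control TFP / Reagent: labelled myosin peptide probe, 5 nM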
Xi reactivation = activators of inactive X chromosome reactivation, primary screen, imaging, XiGFP fibroblasts, GFP high-content imaging, set 2; XiGFP mouse fibroblasts, % GFP-positive cells imaging, 3 d; cells co-treated with 5-aza-dC sensitizer; scaled so ellipticine positive control = 100%; activation, % at 7.58 µM; 360,000 tested, 0.055% active;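 active means mean normalized replicate activation at least 10% and every replicate at or above 10%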;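 further: 0% = median of on-plate neutral control wells and 100% = ellipticine 6 µM median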
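System: SV40-immortalized XiGFP fibroblast cells, line 68-5-11 / Incubation: 3-day compound exposure, then 15 min fixation at room temperature / Compound: single concentration per compound, delivered by pin transfer / Buffer or medium: DMEM plus 5-aza-dC sensitizer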
ERAP1 inh = human ERAP1 aminopeptidase inhibitors, primary screen, biochemical, single point, plate reader; recombinant ERAP1, Leu-AMC fluorescence, 60 min; inhibition, % at 10.7 µM; 340,000 tested, 0.15% active;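 active means mean replicate inhibition of at least 30%, or all replicates individually reaching that 30% level; inactive means mean below 30% and not every replicate reaching it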;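 further: 0% = neutral control wells and 100% = L-leucinethiol positive control wells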
Target sequence (Q9NZ08 whole entry, looked up): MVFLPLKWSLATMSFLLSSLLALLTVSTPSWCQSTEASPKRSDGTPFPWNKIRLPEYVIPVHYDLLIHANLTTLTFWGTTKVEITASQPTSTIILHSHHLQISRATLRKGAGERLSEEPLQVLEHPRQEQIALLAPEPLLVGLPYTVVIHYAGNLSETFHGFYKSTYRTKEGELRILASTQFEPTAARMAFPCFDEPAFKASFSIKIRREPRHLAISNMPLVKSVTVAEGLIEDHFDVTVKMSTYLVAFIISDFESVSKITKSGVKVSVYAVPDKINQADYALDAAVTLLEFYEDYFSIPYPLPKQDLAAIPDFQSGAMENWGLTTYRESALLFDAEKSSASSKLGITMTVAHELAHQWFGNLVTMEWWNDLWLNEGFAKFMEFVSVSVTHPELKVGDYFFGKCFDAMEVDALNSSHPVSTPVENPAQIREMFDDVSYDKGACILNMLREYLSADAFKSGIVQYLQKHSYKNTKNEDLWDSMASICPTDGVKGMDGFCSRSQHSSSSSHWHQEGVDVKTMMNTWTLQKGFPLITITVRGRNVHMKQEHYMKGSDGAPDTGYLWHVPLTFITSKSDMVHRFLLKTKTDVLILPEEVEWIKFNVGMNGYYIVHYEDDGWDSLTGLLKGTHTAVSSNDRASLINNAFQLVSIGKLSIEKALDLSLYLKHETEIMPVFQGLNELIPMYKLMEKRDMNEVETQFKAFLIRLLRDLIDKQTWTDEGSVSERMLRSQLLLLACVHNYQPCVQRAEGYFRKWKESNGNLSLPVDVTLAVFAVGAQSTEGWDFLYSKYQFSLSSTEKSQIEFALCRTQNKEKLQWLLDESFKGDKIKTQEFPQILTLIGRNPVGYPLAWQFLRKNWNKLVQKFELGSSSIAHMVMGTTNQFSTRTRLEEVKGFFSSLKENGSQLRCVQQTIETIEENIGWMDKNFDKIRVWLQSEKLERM
E-selectin induc = E-selectin induction in HUVECs, primary screen, imaging, HUVEC, immunofluorescence imaging, single point. 260,000 tested, 0.37% active. activation, % at 7.58 µM. normalized: neutral wells 0, TNF-alpha wells 100;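 active means mean E-selectin-positive cell signal at least 10% of the positive control, reached in at least 60% of replicates, without over 20% cell loss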;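 further: in these data hits start at about 27%; measured in HUVEC primary endothelial cells; signal is the percent of cells scored E-selectin positive by PE staining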
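Assay system: HUVEC, human umbilical vein endothelial cells / Amount: 3,000 HUVEC/well / Controls: TNF-alpha positive control, DMSO neutral control / Compound dosing: single concentration / Medium: EGM-2 over gelatin coat / Evaluation: percent E-selectin-positive cells / Signal: immunofluorescence imaging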
esBAF inh = Bmi1 luciferase reporter increase in mESCs, primary screen, esBAF inhibitor project, mouse ES cells, Bmi1 luciferase knock-in, single point. 350,000 tested, 2% active. reporter increase, % at 12.5 µM. 24 h; 100% = twice the neutral-well signal. AID 602393, 2012; in the data active means activation above about 40%;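 further: 0% = median of the plate's neutral control wells and 100% = double that signal; a rise in the Bmi1 reporter signal indicates esBAF inhibition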
RAD52 inh = RAD52 DNA annealing inhibitors, primary screen, biochemical, FRET, single point, set 2 | 360,000 tested, 0.46% active | inhibition, % at 18.7 µM | recombinant RAD52 DNA annealing, FRET fluorescence | DNA repair protein RAD52 homolog (Homo sapiens), P43351;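 active means every replicate showing at least 50% inhibition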
ERp5 block = inhibitors of ERp5-driven insulin aggregation, primary screen, biochemical, turbidity, absorbance 650 nm, single point | 90 min | inhibition, % at 9.99 µM | Protein disulfide-isomerase A6 (Homo sapiens), Q15084 | 350,000 tested, 0.05% active | AID 651711, 2012;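 active means mean replicate inhibition above about 25%, with every replicate also reaching it, limit read from the data, passing the limit was not always enough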
The depositor's hits bear a star; . = no result given.

1	CN(Cc1cccnc1)C(=O)c1cc(COc2ccc3ncccc3c2)on1
2	O=C1NCCN(CC2CCN(CCC3CCCC3)CC2)C1=O
3	O=S(=O)(NCC[C@@H]1CC[C@@H](NS(=O)(=O)c2ccccc2Cl)[C@@H](CO)O1)c1ccc(Cl)cc1
4	Cc1nccnc1Sc1ccccc1
5	COc1ccc(/C=C(/NC(=O)c2ccccc2)C(=O)N/N=C/c2ccncc2)cc1
6	Cc1ccc(C)c(OCCn2cc(/C=C(\C#N)C(=O)NCC3CCCO3)c3ccccc32)c1 (centres undefined)
screen / no.,1,2,3,4,5,6
RAD54 branch,.,-13,-3,-6,.,-1
S100A4 inh HTS,-21,16,1,0,-2,16
Xi reactivation,-0.1,0.0,0.0,0.0,0.4,0.0
ERAP1 inh,0,.,0,-10,3,0
E-selectin induc,-3.5,0.7,-1.0,0.0,.,-0.2
esBAF inh,.,2,10,-12,.,5
RAD52 inh,-13,-14,-23,-11,-21,-138
ERp5 block,3,3,-1,-5,-2,2

7	CN(C)CC(=O)Nc1ccc2c(c1)[C@H]1C[C@H](CC(=O)NCC3CC3)O[C@@H](CO)[C@H]1O2
8	C[C@@H]1CN([C@@H](C)CO)C(=O)Cc2cc(NC(=O)c3ccncc3)ccc2O[C@@H]1CN(C)CC1CCCCC1
9	N=c1n(CCO)c2ccccc2n1CCN1CCCCC1
10	COc1cc(O)c(C(CCN2CCCCC2)c2ccc3c(c2)OCO3)c(OC)c1 (centres undefined)
11	CCOC(=O)c1ccc(NC(=O)c2nc[nH]c2C(=O)NC[C@H](C)O)cc1
12	Fc1ccc(CN2CCN(c3ncc(Cc4ccccc4)cn3)CC2)c(Cl)c1
screen / no.,7,8,9,10,11,12
RAD54 branch,5,3,.,8,10,.
S100A4 inh HTS,-12,-23,-3,-34,-2,-1
Xi reactivation,0.5,-1.3,-0.1,0.1,-0.1,0.2
ERAP1 inh,7,1,-7,0,-2,1
E-selectin induc,0.1,-0.1,0.1,-0.1,.,-0.3
esBAF inh,6,5,.,.,2,.
RAD52 inh,4,-9,-15,-11,-3,-2
ERp5 block,-4,0,-4,0,1,3

13	Nc1cc(N)c2c(c1)C(=O)c1ccccc1-2
14	COc1ccccc1CCC(=O)Nc1ccc2c(c1)c(=O)n(C)n2C
15	Cc1cccc(NCC(=O)c2c(N)n(C)c(=O)n(C)c2=O)c1C
16	CCCC(=O)Nc1nnc(SCC(=O)Nc2nc(C)cs2)s1
17	COc1ccc(CN(C(=O)c2ccc(C)cc2)c2cccc(N)c2)cc1
18	Cc1cc(=O)n2c(n1)NC(=NCc1ccccc1)NC2c1ccccc1 (centres undefined)
screen / no.,13,14,15,16,17,18
RAD54 branch,5,2,.,0,0,1
S100A4 inh HTS,-2,-5,-6,10,-13,-4
Xi reactivation,-0.1,0.0,0.0,0.4,0.1,0.0
ERAP1 inh,-5,38*,-2,0,-2,.
E-selectin induc,0.0,-1.3,.,-0.1,-0.2,-0.3
esBAF inh,13,9,.,.,0,-8
RAD52 inh,-2,-8,-5,-11,-17,-25
ERp5 block,1,8,-1,2,-1,0

Overlap with the part before: four entries, then new ones.
15	Cc1cccc(NCC(=O)c2c(N)n(C)c(=O)n(C)c2=O)c1C
16	CCCC(=O)Nc1nnc(SCC(=O)Nc2nc(C)cs2)s1
17	COc1ccc(CN(C(=O)c2ccc(C)cc2)c2cccc(N)c2)cc1
18	Cc1cc(=O)n2c(n1)NC(=NCc1ccccc1)NC2c1ccccc1 (centres undefined)
19	CN(C)C(=O)[C@H]1[C@H](CO)[C@H]2Cn3c(ccc(-c4ccncc4)c3=O)[C@H]2N1Cc1ccccc1
20	Cc1cnc(C(=O)Nc2c(-c3ccccc3)[nH][nH]c2=O)cn1
21	CCN(CC)S(=O)(=O)c1ccc(C(C)NC(=O)Cc2c[nH]c3ccccc23)cc1 (centres undefined)
22	CCCNC(=O)N1[C@@H](CO)[C@@H](c2ccc(C3=CCCC3)cc2)[C@@H]1CNC(C)=O
23	C[C@@H]1CN([C@@H](C)CO)C(=O)c2cc(NC(=O)CCN3CCOCC3)ccc2O[C@H]1CN(C)C(=O)NC1CCCCC1
24	COc1ccc(NC(=O)N(C)C[C@@H]2OCCCC[C@H](C)Oc3ccc(NC(=O)Nc4ccc5c(c4)OCO5)cc3C(=O)N([C@@H](C)CO)C[C@@H]2C)cc1
screen / no.,15,16,17,18,19,20,21,22,23,24
RAD54 branch,.,0,0,1,1,.,1,-8,-3,1
S100A4 inh HTS,-6,10,-13,-4,-11,0,1,.,0,-3
Xi reactivation,0.0,0.4,0.1,0.0,0.4,0.0,0.5,0.0,0.0,0.1
ERAP1 inh,-2,0,-2,.,0,.,5,.,1,4
E-selectin induc,.,-0.1,-0.2,-0.3,0.3,-6.5,.,-0.1,7.5,0.5
esBAF inh,.,.,0,-8,1,.,0,2,1,3
RAD52 inh,-5,-11,-17,-25,-33,-9,-20,.,-9,6
ERp5 block,-1,2,-1,0,-3,3,0,.,-6,-1

25	CCNC(=O)C[C@@H]1CC[C@H]2[C@@H](COc3ccc(NC(=O)Nc4ccc(F)cc4)cc3C(=O)N2C)O1
26	O=C(CSc1ccccc1)Nc1ccc(S(=O)(=O)NCC2CCCO2)cc1 (centres undefined)
27	C[C@@H](CC#N)CN1CC[C@H](C(C)(C)C)CCC1=O
28	CCn1c(SCC(=O)N(C)CC(=O)Nc2cccc(OC)c2)nnc1-c1ccco1
29	COc1ccc(Cl)cc1NC(=O)CSc1nnc(CNC(=O)c2cccs2)o1
30	CC(C)Cc1ccc(CN2CCCC(NC(=O)CCN3CCCO3)C2)cc1 (centres undefined)
screen / no.,25,26,27,28,29,30
RAD54 branch,-4,-8,-3,2,-3,-7
S100A4 inh HTS,2,-4,0,6,-2,0
Xi reactivation,0.0,.,0.1,0.2,0.2,0.1
ERAP1 inh,0,-2,2,-9,-7,-1
E-selectin induc,84*,.,.,0.1,.,-0.1
esBAF inh,-2,-13,4,-13,-5,-1
RAD52 inh,-7,-29,-3,-6,-9,-7
ERp5 block,-1,-8,1,0,1,-6

31	COCCNC(=O)C[C@H]1CC[C@@H]2[C@@H](COc3ccc(NC(=O)COC)cc3C(=O)N2C)O1
32	Cc1ccc(C)c(NC(=S)N2CCC(NC(=O)c3ccc(F)cc3)CC2)c1
33	O=C(c1ccc(Cl)cc1Cl)N1CCc2ccccc21
34	COc1ccc(S(N)(=O)=O)cc1C(=O)N1CCCC1
35	COC(=O)c1ccc(/C=N/NC(=O)CNc2cccc(C)c2)cc1
36	CCn1nc(C(=O)Nc2ccc(Cl)c(S(=O)(=O)N3CCOCC3)c2)c2ccccc2c1=O
screen / no.,31,32,33,34,35,36
RAD54 branch,-3,1,-6,.,.,-2
S100A4 inh HTS,-26,-7,1,2,0,-4
Xi reactivation,0.2,0.0,0.1,0.1,0.0,-0.1
ERAP1 inh,1,3,-1,13,5,0
E-selectin induc,0.0,.,.,.,.,2.5
esBAF inh,-2,5,-8,.,.,-2
RAD52 inh,-25,-22,-25,-14,-7,-7
ERp5 block,5,3,1,3,-2,-1

37	O=C(CCCCCN1C(=O)c2ccccc2C1=O)Nc1ccccc1F
38	O=C(Nc1ccc2c(c1)OCCO2)c1cccc(Br)c1
39	CC(C)CC#Cc1cnc2c(c1)C(=O)N([C@H](C)CO)C[C@@H](C)[C@H](CN(C)C(=O)Nc1ccccc1F)O2
40	NC(=O)c1nc(-c2ccco2)nc2c1[nH]c(=O)n2-c1ccc(Cl)c(Cl)c1
41	CO[C@H]1CN(C)C(=O)c2ccc(NC(=O)c3cnccn3)cc2OC[C@H](C)N(CCc2ccccc2)C[C@H]1C
42	C[C@@H]1CCCCO[C@H](CN(C)CC2CCCCC2)[C@H](C)CN([C@@H](C)CO)C(=O)c2cc(NS(=O)(=O)c3ccc(F)cc3)ccc2O1
screen / no.,37,38,39,40,41,42
RAD54 branch,.,-1,1,5,-3,-6
S100A4 inh HTS,-3,3,6,-2,3,2
Xi reactivation,0.0,0.0,-1.0,0.6,0.4,0.1
ERAP1 inh,3,0,0,9,2,1
E-selectin induc,.,0.1,-0.1,1.6,-0.1,0.7
esBAF inh,.,37,0,-2,4,-10
RAD52 inh,-3,-13,-9,-17,-11,47
ERp5 block,-1,-3,1,-1,0,8

43	CC1=NNC(=O)C1CC(=O)N/N=C/c1cccs1 (centres undefined)
44	Cc1cc(C)c(S(=O)(=O)NCC2CCC(C(=O)NCc3ccccn3)CC2)c(C)c1 (centres undefined)
45	CC(=O)c1cccc(NC2c3ncccc3C(=O)N2Cc2ccco2)c1 (centres undefined)
46	C[C@@H]1CN([C@@H](C)CO)S(=O)(=O)c2ccc(C#Cc3ccccc3)cc2O[C@@H]1CN(C)S(=O)(=O)c1cn(C)cn1
47	Cc1ccccc1-c1ccc([C@H]2[C@@H](CO)N3CCCCN(CC4CC4)C[C@@H]23)cc1
48	CC(C)c1ccc(-c2nn(-c3ccccc3)cc2C(=O)NCC2CCCO2)cc1 (centres undefined)
screen / no.,43,44,45,46,47,48
RAD54 branch,2,.,-6,-24,3,-2
S100A4 inh HTS,4,-3,0,-11,-12,-1
Xi reactivation,0.2,-0.1,.,0.4,0.1,0.1
ERAP1 inh,.,-4,2,3,-2,2
E-selectin induc,0.0,5.5,.,0.1,-0.2,-2.0
esBAF inh,-9,.,3,1,-8,-4
RAD52 inh,-12,-8,-12,-14,-14,-2
ERp5 block,-4,2,-2,0,-2,1

49	CCCCn1c(SCC(=O)Nc2nnc(C)s2)nnc1-c1ccncc1
50	CSc1ccc(-c2cccc3nncn23)cc1
51	Fc1ccc(-c2nc3ccccc3c3nc4ccccc4n23)cc1
52	CNc1nc(-c2ccc(OC)cc2)c(-c2ccc(OC)cc2)s1
53	C[C@@H]1CN([C@@H](C)CO)C(=O)c2cc(N(C)C)ccc2O[C@H]1CN(C)C(=O)Nc1ccc(F)cc1
54	Cc1cc2nc(-c3cccnc3SCC(=O)NC3CC3)[nH]c2cc1C
screen / no.,49,50,51,52,53,54
RAD54 branch,.,0,.,0,-4,.
S100A4 inh HTS,0,0,2,-2,4,-2
Xi reactivation,0.0,0.3,0.0,-0.2,0.1,0.2
ERAP1 inh,-2,3,5,.,4,-1
E-selectin induc,.,-0.3,.,-0.2,.,.
esBAF inh,.,-5,.,.,3,.
RAD52 inh,-1,-8,-17,-3,-2,-17
ERp5 block,4,4,-8,1,-1,2

55	C[C@@H]1CN([C@@H](C)CO)C(=O)c2cc(C#CCN(C)C)cnc2O[C@@H]1CN(C)C(=O)NC1CCCC1
56	NS(=O)(=O)CCCc1ccccc1
57	COc1ccc(N2C(=O)[C@H]3CCC=C[C@H]3[C@@H]2c2ccccc2Br)cc1
58	Cc1c(/C=N/NC(=O)c2cccnc2)c2ccccc2n1Cc1ccccc1
screen / no.,55,56,57,58
RAD54 branch,3,10,5,-11
S100A4 inh HTS,17,4,0,-7
Xi reactivation,-0.5,0.0,0.0,0.0
ERAP1 inh,1,3,.,2
E-selectin induc,4.1,.,-5.1,.
esBAF inh,-4,5,-7,.
RAD52 inh,-16,-7,-15,-81
ERp5 block,-2,-2,-7,2

Compound activity as filed in PubChem.
